# Compound activity (PubChem)
# E-selectin induc: induces E-selectin expression in human endothelial cells; P16581; HUVEC E-selectin immunofluorescence imaging; normalized: neutral wells 0, TNF-alpha wells 100; activation, % at 7.58 µM; 0.37% of 260,000 active; AID 686992;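 active means mean E-selectin-positive cell signal at least 10% of the positive control, reached in at least 60% of replicates, without over 20% cell loss; inconclusive means no rule given, readout overlaps actives, possibly toxicity-flagged; inactive means the rest, including those meeting only one limit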;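 further: in these data hits start at about 27%; measured in HUVEC primary endothelial cells; signal is the percent of cells scored E-selectin positive by PE staining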
# Target sequence (P16581 whole entry, looked up): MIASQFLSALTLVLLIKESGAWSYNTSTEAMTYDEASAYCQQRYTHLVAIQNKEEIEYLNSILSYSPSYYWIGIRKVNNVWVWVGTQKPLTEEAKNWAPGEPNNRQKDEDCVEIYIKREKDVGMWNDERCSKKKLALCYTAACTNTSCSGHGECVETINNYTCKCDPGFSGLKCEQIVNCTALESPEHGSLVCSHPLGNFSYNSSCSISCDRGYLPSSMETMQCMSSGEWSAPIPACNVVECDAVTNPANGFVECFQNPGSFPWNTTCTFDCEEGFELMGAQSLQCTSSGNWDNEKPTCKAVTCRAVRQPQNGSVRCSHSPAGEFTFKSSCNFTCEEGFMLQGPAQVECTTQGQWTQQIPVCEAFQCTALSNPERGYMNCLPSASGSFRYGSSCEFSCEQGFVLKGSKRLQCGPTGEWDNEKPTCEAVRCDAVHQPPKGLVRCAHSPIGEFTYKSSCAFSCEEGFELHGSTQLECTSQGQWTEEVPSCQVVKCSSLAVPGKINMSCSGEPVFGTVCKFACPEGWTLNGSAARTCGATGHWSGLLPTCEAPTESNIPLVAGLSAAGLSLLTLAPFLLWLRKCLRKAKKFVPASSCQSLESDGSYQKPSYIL
#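 System: HUVEC, human umbilical vein endothelial cells; quantity: 3,000 cells/well; buffer or medium: EGM-2 medium, gelatin-coated wells; dosing: single-point compound dose; detection: immunofluorescence imaging; evaluation: % PE-positive cells; benchmarks: TNF-alpha, DMSO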
# GSIS activator: GLuc luminescence reporter in INS-1E cells, primary screen for activators of glucose-dependent secretion of insulin | INS-1E GLuc reporter insulin secretion, 2-3 h | activation, % at 16.6 µM | 0.61% of 370,000 active | AID 743287;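 active means lowest replicate activation of at least 40%, so every replicate reaches that level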;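 further: 0% = median of neutral control wells and 100% = median of IBMX positive control wells; some compounds called inactive have numbers as strong as hits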
# XiGFP reactiv: X-chromosome reactivation activator; XiGFP mouse fibroblasts, % GFP-positive cells imaging, 3 d; cells co-treated with 5-aza-dC sensitizer; scaled so ellipticine positive control = 100%; activation, % at 7.58 µM; 0.055% of 360,000 active; AID 743238;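 active means mean normalized replicate activation at least 10% and every replicate at or above 10%; inconclusive means only one of the two criteria met; inactive means mean below 10% and not all replicates reach 10%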;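 further: 0% = median of on-plate neutral control wells and 100% = ellipticine 6 µM median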
#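 Assay system – SV40-immortalized XiGFP fibroblast cells, line 68-5-11 · Buffer or medium – DMEM supplemented with 5-aza-dC as sensitizing agent · Dosing – one concentration, pinned · Benchmarks – positive control ellipticine, 6 µM final · Times – 3 days compound exposure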
# Starred values were filed as active, the others as inactive; ? = inconclusive. A portion of the library; the hit share may differ from the screen's.
# Each structure is followed by: E-selectin induc	GSIS activator	XiGFP reactiv
- COc1cc(/C=C/C(=O)c2ccc(NS(=O)(=O)c3ccc(C)cc3)cc2)cc(OC)c1O
    2.8	-15.0	0.2
- CCCC(=O)Nc1ccc(N2CCN(S(C)(=O)=O)CC2)cc1
    -0.9	52.5*	-0.1
- Cc1noc(C)c1NC(=O)Nc1ccc2c(c1)CC(=O)N([C@@H](C)CO)C[C@H](C)[C@H](CN(C)S(=O)(=O)c1cccs1)O2
    8.9	-1.4	0.0
- O=C(OCc1ccc(Br)cc1)c1cccc(-c2nnc(-c3ccccc3)o2)c1
    -0.2	-8.4	0.0
- Fc1ccccc1NC(=S)Nc1ccc(Br)cc1
    1.1	-35.1	1.3
- O=C(NC1CCC1)[C@H]1[C@H](CO)[C@H]2Cn3c(cccc3=O)[C@@H]1N2Cc1cc(F)ccc1F
    -0.1	0.6	0.2
- CN(C)CC/C=C1/c2cc(F)ccc2CSc2ccc(F)cc21
    -0.8	-25.7	-0.1
- CN1CCN(NC(=O)c2cc(S(=O)(=O)N3CCOCC3)c(Cl)cc2Cl)CC1
    -0.2	-4.0	0.0
- CCNC(=O)c1ccccc1NC(=O)c1cccc(S(=O)(=O)N2CCOCC2)c1
    -0.3	14.6	0.4
- CCc1nnc(/N=C/c2c(O)n(-c3ccc(Cl)cn3)c(=O)c3ccccc23)s1
    -0.2	11.7	0.4
- CC(C)(C)CC(C)(C)NCC(O)COCCOc1ccc(Br)cc1 (configuration not stated)
    0.1	-23.2	0.0
- COc1ccccc1NS(=O)(=O)c1ccc(NN=C2CCCC2)c([N+](=O)[O-])c1
    -0.3	-25.0	0.1
- COC(=O)c1cn(NC(=O)Cc2ccc(Cl)cc2)c(=O)c2ccccc12
    0.1	-18.8	-0.1
- CCOc1ccccc1C1C2CCCCC2(O)CCN1C(=O)c1cccs1 (configuration not stated)
    0.8	10.3	0.0
- COc1ccc(S(=O)(=O)N(CCc2ccccc2)CC(=O)N/N=C/c2ccc3c(c2)OCO3)cc1
    -0.3	-17.6	-0.1
- O=C(O)c1cc2c(cc1Br)OCCCO2
    -0.4	-9.8	-0.1
- O=C(NCCc1ccncc1)[C@H]1[C@H](CO)[C@H]2Cn3c(ccc(C4=CCCCC4)c3=O)[C@@H]1N2CC1CC1
    -0.3	-6.7	0.2
- CCN(C(=O)COC(=O)c1cc(NS(=O)(=O)c2ccc(Cl)c([N+](=O)[O-])c2)ccc1O)C1CCCCC1
    0.0	-27.3	0.3
- O=C(Cn1c(COc2ccccc2)nc2ccccc21)Nc1cccc(Cl)c1
    0.2	17.0	-0.1
- CC(=O)N/C(=C\c1ccc(F)cc1)C(=O)N(C)C
    0.6	12.4	0.3
- CO[C@@H]1CN(C)C(=O)c2cc(NC(=O)NC(C)C)ccc2OC[C@H](C)N(C(=O)NC(C)C)C[C@@H]1C
    -0.2	11.0	0.4
- COc1ccc(NC(=O)COC(=O)CNS(=O)(=O)c2ccc(F)c(F)c2F)cc1OC
    0.6	0.3	0.2
- Cc1ccsc1/C=N/NC(=O)c1ccc(Cn2cc(Br)cn2)o1
    0.5	6.3	0.0
- COc1nc(Cl)cn(-c2ccc(C)cc2)c1=O
    1.4	-6.4	0.1
- COc1cccc(CNC(=O)C(=O)NCC(c2ccco2)N2CCOCC2)c1 (configuration not stated)
    7.2	-1.0	-0.1
- CO[C@@H]1CC[C@H]2CCN(C)C(=O)[C@H](C)N(C)C(=O)c3cccc(C#N)c3OC[C@H]1O2
    0.0	-1.5	0.0
- Cc1c(NC(=O)/C(=C/c2cccs2)c2cccs2)c(=O)n(-c2ccccc2)n1C
    0.2	-18.6	0.0
- O=C(c1cc(N2C(=O)C3C4CCC(C4)C3C2=O)ccc1Cl)N1CCN(c2ccc(F)cc2)CC1 (configuration not stated)
    1.0	-23.3	-0.2
- CC(OC(=O)c1ccc2ncsc2c1)C(=O)Nc1ncc(Cl)cc1Cl (configuration not stated)
    4.6	1.1	0.1
- COCCOc1ccc(C(F)(F)F)cc1NC(=O)c1ccccc1
    0.2	25.6	0.1

# Not a retest: entries from further up.
# Each structure is followed by: E-selectin induc	GSIS activator	XiGFP reactiv
- Cc1c(NC(=O)/C(=C/c2cccs2)c2cccs2)c(=O)n(-c2ccccc2)n1C
    0.2	-18.6	0.0
- O=C(c1cc(N2C(=O)C3C4CCC(C4)C3C2=O)ccc1Cl)N1CCN(c2ccc(F)cc2)CC1 (configuration not stated)
    1.0	-23.3	-0.2
- CC(OC(=O)c1ccc2ncsc2c1)C(=O)Nc1ncc(Cl)cc1Cl (configuration not stated)
    4.6	1.1	0.1
- COCCOc1ccc(C(F)(F)F)cc1NC(=O)c1ccccc1
    0.2	25.6	0.1

# More results
# Each structure is followed by: E-selectin induc	GSIS activator	XiGFP reactiv
- COC(=O)C[C@@H]1CC[C@H]2[C@H](COc3ccc(NC(=O)Cc4cccs4)cc3C(=O)N2C)O1
    0.0	-0.2	0.4
- CCn1cc(C(=O)NC(C)C2CC3CCC2C3)cn1 (configuration not stated)
    ?	7.1	-0.1
- Cc1cccnc1NC(=O)c1cc2c(=O)oc3ccccc3c2s1
    -0.2	30.6	-0.1
- CC/C(Cc1ccccc1)=N/NC(=O)c1cccc(Br)c1
    0.3	-11.3	0.0
- COc1ccc(C2N(c3ccc(OC)cc3)C(=S)N3CCCN23)cc1 (configuration not stated)
    0.3	9.4	0.0
- O=C(CNC(c1ccccc1)c1ccccc1)Nc1ccc(F)cc1
    0.1	-20.7	0.1
- COc1ccc(N=C(N)SCc2ccccn2)cc1
    -0.2	7.8	0.0
- CCOC(=O)c1cccc(COC(=O)c2cccc(-c3nnc(-c4ccccc4)o3)c2)c1
    0.1	18.6	0.4
- CCOCCn1c(=NC(=O)/C=C/c2ccccc2Cl)sc2cc(NC(C)=O)ccc21
    0.8	1.0	0.5
- CN(C)c1ccc(C2SCCN2C(=O)c2ccc([N+](=O)[O-])cc2)cc1 (configuration not stated)
    0.1	-34.5	0.0

# Further compounds follow.
structure	E-selectin induc	GSIS activator	XiGFP reactiv
Cc1cccc(-c2ccc([C@H]3[C@H](CO)N4C(=O)CN(C(=O)c5cnccn5)C[C@@H]34)cc2)c1	0.1	-2.6	0.2
Cc1ccc(OC(=O)c2cccc(S(=O)(=O)N3CCCC3)c2)c(-n2nc3ccccc3n2)c1	0.3	16.5	-0.3
COc1ccc(CNC(=O)c2noc(C(C)C)c2[N+](=O)[O-])cc1	15.7	9.0	0.1
COCCn1c(SCC(=O)Nc2ccc(N3CCOCC3)cc2)nc2ccccc21	-2.6	21.1	0.1
Cc1ccnc(NS(=O)(=O)c2ccc(NC(=O)c3ccc(S(=O)(=O)N4CC(C)OC(C)C4)cc3)cc2)n1 (configuration not stated)	-0.2	5.6	-0.2
O=C(CCNC(=O)c1ccc(Cl)cc1)Nc1c(F)c(F)cc(F)c1F	0.0	-9.1	0.0
CCC1(C)C(Nc2c(C)cccc2C)=NC(=S)N1c1ccc(NC(C)=O)cc1 (configuration not stated)	-0.5	13.1	0.0
C[C@@H]1CCCCO[C@@H](CN(C)C(=O)Nc2ccc(C(F)(F)F)cc2)[C@@H](C)CN([C@H](C)CO)C(=O)c2cc(NC(=O)Nc3ccccc3)ccc2O1	0.6	18.7	0.1
O=S(=O)(CCc1nc2ccccc2[nH]1)c1ccc(Br)cc1	-0.2	57.6	2.2
O=C(NC(=S)NCc1ccc(-c2nc3ccccc3s2)cc1)c1ccco1	-0.3	-10.1	0.0
O=C(COC(=O)/C=C/c1cccc(Cl)c1)NCCc1ccc(Cl)cc1Cl	0.4	8.7	0.0
CC1CCCC(C)N1C(=O)COC(=O)CCc1nc2ccccc2c(=O)[nH]1 (configuration not stated)	-0.2	19.2	0.0
CCC(=O)N1C[C@@H](C)[C@H](OC)CN(C)C(=O)c2ccc(NS(C)(=O)=O)cc2OC[C@@H]1C	-0.2	-3.0	0.0
CN(c1ccccc1)S(=O)(=O)c1ccc(Cl)c(C(=O)Nc2ccc(-c3nc4ccccc4[nH]3)cc2)c1	2.5	6.7	0.0
O=C(N/N=C/c1cn(-c2cccs2)nc1-c1ccccc1)c1ccccc1O	0.2	-21.8	0.1
COc1ccc2c(c1)-c1c(sn(-c3ccccc3)c1=S)C(C)(C)N2	0.1	-5.4	0.0
COc1ccc(-c2csc(-c3cc4ccccc4oc3=N)n2)cc1	0.7	1.1	0.0
CCC1=Nc2cc(C(=O)NCc3ccco3)ccc2Sc2ccc(Cl)cc21	6.0	20.7	0.2
Cc1nc2ccccc2n1C(=O)c1ccc(Cl)cc1[N+](=O)[O-]	-0.9	1.7	0.0
COc1ccc(-n2c(=S)[nH]c3cc(C(=O)Nc4ccccc4OC)ccc3c2=O)cc1	-3.0	-0.7	-0.1
N#C/C(=C\c1ccc(-c2ccccc2[N+](=O)[O-])o1)C(=O)Nc1nc(-c2cccs2)cs1	1.4	-45.9	0.3
C[C@@H]1CN([C@@H](C)CO)C(=O)c2cc(NS(C)(=O)=O)ccc2O[C@@H]1CN(C)CC1CC1	0.8	31.5	0.0
C=C1N(c2ccccc2)C(=O)OC1(C)C	0.0	39.4	0.0
O=C(Nc1cccc(O)c1)c1cc2nc(-c3ccccc3)cc(-c3ccccc3)n2n1	1.7	38.2	0.5
CSc1ccccc1NC(=O)COC(=O)c1ccccc1Cc1ccccc1	0.3	-28.4	0.1
Cc1nn(CC(=O)N(C)Cc2ccc(F)cc2)c(C)c1[N+](=O)[O-]	-0.1	17.1	0.9
CCS(=O)(=O)Nc1cccc(C2=NN(S(=O)(=O)c3ccc(F)cc3)C(c3cccs3)C2)c1 (configuration not stated)	0.4	-6.4	0.0
Cc1nc(NC(=O)C(C)Oc2cccc(Cl)c2)sc1C(=O)N(C)C (configuration not stated)	1.2	-8.8	0.0
COc1ccc(C(=O)/C=C/Nc2ccc(S(=O)(=O)Nc3onc(C)c3C)cc2)cc1	0.0	2.6	-0.1
Cc1ccc(-n2nc(C)c(C3(O)C(=O)N(C(C)C)c4ccccc43)c2N)cc1 (configuration not stated)	1.3	18.8	0.1
Cc1c2ccccc2nc2c(F)c(NC(C)C)c(F)c(F)c12	-0.1	-23.9	0.2
O=S(=O)(/N=C(/Nc1ccccc1)C(F)(F)F)c1ccccc1	-0.7	-0.2	-0.1
COc1ccc(-c2cnnc(N/N=C/c3ccc(O)c(O)c3)n2)cc1	0.1	21.7	0.1
Cc1cccc2cc(CN(CCN(C)C)C(=S)NCc3ccco3)c(=O)[nH]c12	-0.1	4.0	-0.1
CCCCN1C(=O)c2ccc(C(=O)Nc3ccc(S(=O)(=O)N(C)C)cc3)cc2C1=O	2.0	-6.6	0.0
N#CCCn1cc(C(=O)Nc2ccccc2Br)c(-c2cc3ccccc3o2)n1	-0.4	15.2	-0.1
O=C(Nc1ccccc1-c1ccccc1)c1ccc(Cl)c([N+](=O)[O-])c1	-0.1	-0.9	0.0
Cc1cc(Br)c(NC(=O)COC(=O)CSc2nnc(-c3ccc(Cl)cc3)o2)c(Br)c1	0.3	18.6	0.5
COC(=O)c1ccccc1C(=O)N1CCOCCN(C(=O)c2ccccc2C(=O)OC)CCOCC1	0.9	11.1	-0.1
Cc1ccc(/C=C/C(=O)N2CCN(c3ncccn3)CC2)o1	-0.3	-19.0	0.1
COc1ccc(N(CC(=O)Nc2ccccc2C(=O)N2CCOCC2)S(=O)(=O)c2ccc(F)cc2)cc1	-0.4	1.6	0.2
COc1cc(/C=N/Nc2ncc(C(F)(F)F)cc2Cl)cc(OC)c1O	0.0	4.3	0.0
COc1ccccc1NC(=O)C(Sc1ccccc1)c1ccccc1 (configuration not stated)	6.0	3.2	0.8
CC(C)(C)NC(=O)CSc1nc(O)cc(=O)[nH]1	0.2	-5.3	0.4
Cc1ccc(OCCNC(=O)c2cccc(Oc3ccc(C(F)(F)F)cc3[N+](=O)[O-])c2)cc1	0.1	-22.9	0.0
C[C@@H]1CCCCO[C@H](CN(C)S(=O)(=O)c2cn(C)cn2)[C@@H](C)CN([C@@H](C)CO)C(=O)c2cc(NC(=O)Nc3ccccc3)ccc2O1	-0.1	-6.4	0.2
COc1ccc(-c2csc(NC(=O)C3CC(=O)N(c4ccc5c(c4)OCCO5)C3)n2)cc1 (configuration not stated)	-0.2	-33.3	1.9
COc1ccccc1NC(=O)c1ccc(NC(=O)COC(=O)C(C)C)cc1	0.3	-7.6	0.0
Cc1cc(CSc2ccccc2)ccc1NC(=O)c1ccc(CN2CCOCC2)cc1	0.0	-17.0	0.0
S=C(Nc1ccccc1Cl)NC1CCN(Cc2ccccc2)CC1	0.0	44.2	0.0
CN(C)N=C1c2cc(S(=O)(=O)N3CCOCC3)ccc2-c2ccc(S(=O)(=O)N3CCOCC3)cc21	-0.1	-15.0	0.0
